# PMI inhibition: human PMI inhibitors, high substrate, primary screen, biochemical, fluorescence intensity, high mannose 6-phosphate (AID 1220); one-dose inhibition, % at 20 µM; IC50 in µM for titrated hits; Mannose-6-phosphate isomerase (Homo sapiens); hit rate 0.66% among 190,000; recombinant PMI enzyme, coupled fluorescence intensity; higher % means a stronger effect
# human PMI inhibition: inhibitors of human PMI, primary screen, biochemical, fluorescence intensity, coupled assay (AID 1209); hit rate 0.42% among 190,000; Mannose-6-phosphate isomerase (Homo sapiens); inhibition, % at 20 µM; hits with a dose series show IC50 in µM; purified PMI enzyme, coupled fluorescence intensity; higher % means a stronger effect;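 further: plate controls were DMSO vehicle for no effect and wells lacking substrate for full effect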
# Autophagy mod: autophagy modulators in MEF cells, primary screen, imaging, high-content, MEF GFP-LC3; AID 463193, 2010; hit rate 0.98% among 190,000; MEF GFP-LC3 puncta imaging; test concentration mostly 10 µM; calls only at 10 µM (by protocol);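 active means percentage of spot-positive cells more than 3 SD above its plate mean, without a fluorescence outlier flag or 80% toxicity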;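 further: spot-positive cell cutoff set from DMSO-treated cells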
# WT yeast gro inh: growth inhibition of WT strain, primary screen, mitochondrial fusion inhibitor project, WT and mutant strains, chemical genetic | mitochondrial fusion phenotypic screen | inhibition, % at 10 µM | hit rate 2.1% among 190,000; in the data active means inhibition above about 58%; tested in S. cerevisiae
# MT stabilizer: microtubule stabilizers in HeLa cells, primary screen, imaging, high-content imaging | HeLa tubulin immunostaining HCS, 24 h; share of cells brighter than vehicle mean+2SD | % tubulin-high responders, % at 10 µM | hit rate 0.83% among 200,000;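 active means plate Z-score above 3 for both tubulin-high and condensed-nucleus cell shares, with cell loss under 80%, at 10 µM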;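 further: anti alpha tubulin signal scored within the nucleus-defined area of each cell; some results filed as inactive read as strong as hits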
# Yfh1-off respiration: enhancers of respiration in Yfh1-depleted yeast, dose response, Friedreich's ataxia, plus single-dose screen (AID 1465); S. cerevisiae Yfh1-off respiration, WST-1 reduction, 72 h; higher fold induction means a stronger effect; one-dose fold induction at 50 µM; EC50 in µM for titrated hits; hit rate 0.074% among 220,000;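 active means fold induction of absorbance versus untreated yeast above a set limit, then at least 30% activation at any dose in follow-up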;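 further: activators that raise dye reduction in frataxin-depleted yeast; strong numbers were not always called active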
# b-catenin transl: modulators of beta-catenin nuclear translocation, primary screen, imaging, HeLa cells, immunofluorescence, high-content. nuclear translocation activity, % at 5 µM. hit rate 0.3% among 190,000. AID 1665, 2009;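 active means nuclear translocation activity above 50% at 5 µM, with a well cell count of 50 or more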;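 further: per-cell ratio of nuclear to cytoplasmic median beta-catenin stain intensity; plate controls were DMSO negative control for no effect and GSK-3 inhibitor IX positive control for full effect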
#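 Technique: fluorescence imaging of beta-catenin antibody stain plus DAPI / Material: human HeLa cell line / Incubation: compound treatment 24 h, 37°C, 5% CO2 / Read-out basis: % activation of per-cell nuclear versus cytoplasmic median beta-catenin signal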
# Ins promoter up: insulin promoter activators in MIN6 cells, imaging, high-content screening, mouse beta cells. MIN6 insulin promoter-GFP reporter; active compounds read high. z-score at 5 µM. hit rate 0.3% among 190,000. AID 1625, 2009;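 active means z-score above 3 at 5 µM with at least 500 cells counted in the well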
# Dynein cargo inh: inhibitors of GR-EGFP nuclear translocation, primary screen, dynein cargo transport inhibitor project, imaging, high-content, 3617.4 mouse cells | test concentration mostly 20 µM; stimulated with dexamethasone, 1 µM; active compounds read low | hit rate 0.47% among 220,000 | z-score, hits read low;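 active means plate z-score of nuclear minus cytoplasmic receptor signal below a set negative limit, without overly bright fluorescence or cell loss, cut at about -3.5 in these data, passing the limit was not always enough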;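 further: z-score of nuclear minus cytoplasmic ring GR-EGFP intensity difference per well; some compounds called inactive have numbers as strong as hits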
#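 Buffer or medium: tet-free medium with charcoal-stripped serum / Also added: dexamethasone agonist, 1.0 µM final, for 30 min / Timing: induction 48 h, compound 1 h, agonist 30 min / Measured by: high-content fluorescence imaging after fixation / Read-out: nuclear-to-cytoplasmic GR-EGFP distribution per well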
# WT yeast gro inh mutant strain: also measured in WT yeast gro inh; calls as there; inhibition, %; mitochondrial fusion phenotypic screen, mutant strain inhibition
# Dynein cargo inh cytoplasmic EGFP: further read-out of Dynein cargo inh, marked with its call; z-score; measured here: cytoplasmic GR-EGFP intensity; active compounds read high
# Dynein cargo inh nuclear GR-EGFP: further read-out of Dynein cargo inh, marked with its call; z-score; measured here: nuclear GR-EGFP intensity;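 lower value marks the stronger effect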
# Dynein cargo inh cell count: further read-out of Dynein cargo inh, marked with its call; z-score; measured here: cell count per field
# Ins promoter up cell count: recorded beside Ins promoter up, whose call it bears; cell count; measured here: cytotoxicity, nuclei count;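 total cells summed across four imaged fields per well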
# b-catenin transl cell count 5 µM: further read-out of b-catenin transl, marked with its call; cell count; measured here: cell count, cytotoxicity flag
# MT stabilizer Hoechst-high %: second read-out of MT stabilizer, no call of its own (marks repeat the call); % Hoechst-high responders; measured here: nuclear condensation Hoechst responders;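 share of cells brighter than vehicle mean plus two SD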
# MT stabilizer cytotoxicity %: also measured in MT stabilizer; calls as there; toxicity, %; measured here: cytotoxicity by cell density;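 0% = mean cell density of plate MIN control wells and 100% = no cells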
# Autophagy mod cell loss 18 h: further read-out of Autophagy mod, marked with its call; toxicity, %; measured here: cell loss, nuclei count;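 cell loss after 18 h compound exposure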
# The depositor's hits bear a star; i = inactive; . = no result given. Unless noted, no stated cut-off is given here; in the data, active means inhibition above about 50%; inactive means the rest.
SMILES,PMI inhibition,human PMI inhibition,Autophagy mod,Autophagy mod cell loss 18 h,WT yeast gro inh,WT yeast gro inh mutant strain,MT stabilizer,MT stabilizer Hoechst-high %,MT stabilizer cytotoxicity %,Yfh1-off respiration,b-catenin transl,b-catenin transl cell count 5 µM,Ins promoter up,Ins promoter up cell count,Dynein cargo inh,Dynein cargo inh cytoplasmic EGFP,Dynein cargo inh nuclear GR-EGFP,Dynein cargo inh cell count
CCCc1ccc(C(=O)CCC(=O)O)cc1,4.0%,-4.1%,i,-3.8,-1.7,-11.3,5.9,3.0,9.9,.,-1.0,1107,1.27,1109,-2.26,0.0863,-0.823,1.12
O=C(O)CCNC(=O)c1ccccc1,-1.6%,-4.8%,i,9.7,-6.7,0.1,2.8,2.2,6.5,i,.,.,.,.,-0.0369,-0.214,0.455,0.185
O=C(CC1C(=O)NCCN1Cc1ccoc1)NCCCn1ncc2ccccc21 (stereo unspecified),17.7%,6.3%,i,24.3,5.5,-2.6,1.8,1.1,5.9,i,-1.6,1589,-0.08,1644,0.102,-0.176,0.292,-0.14
O=C(OCc1nc2ccccc2[n+]([O-])c1C(=O)c1ccccc1)c1cccnc1,.,.,.,.,.,.,.,.,.,i,-0.9,1356,0.06,1169,0.0716,-0.282,0.609,0.102
CC(C)c1ccc(/C=N/Nc2ccc(C(=O)O)cc2)cc1,-149.8%,-79.9%,i,7.5,29.4,1.1,1.1,1.9,7.9,i,-1.1,1032,-0.15,1352,-1.05,-0.199,-0.358,1.12
CCc1cccc(NC(=O)CSCc2cc(=O)[nH][nH]2)c1,-5.3%,3.5%,i,1.0,.,.,1.5,1.0,3.9,i,-5.6,1205,0.01,926,0.906,-0.13,0.578,-1.45
CC(=O)c1ccc(NC(=O)c2ccc(S(=O)(=O)c3ccccc3)cc2)cc1,-7.2%,14.9%,i,-13.0,-7.0,14.3,2.8,2.7,4.7,i,-0.9,1099,-0.43,1387,-0.473,-0.208,-0.0877,0.683
Cc1ccc(-n2[nH]c3c4c(ccc3c2=O)C(=O)c2ccccc2C4=O)cc1,13.1%,7.2%,i,3.8,1.6,0.0,5.4,2.6,6.7,.,.,.,-0.35,1307,-0.228,-0.234,-0.321,0.212
COc1ccc(/C=N/n2cncn2)cc1CSc1ccccn1,5.4%,12.8%,i,-2.5,-4.7,-8.4,3.5,2.1,7.5,i,.,.,-0.07,1284,0.547,-0.247,0.361,0.561
Cn1cc(/C=N\NC(=O)C2COc3ccccc3O2)c2ccccc21 (stereo unspecified),4.1%,-2.7%,i,18.7,-7.9,-22.3,20.4,9.7,56.2,i,4.4,871,0.09,1270,-0.163,-0.131,-0.0672,1.24
CCc1nnc(NC(=O)COc2ccccc2[N+](=O)[O-])s1,.,.,.,.,.,.,.,.,.,i,0.8,1297,-0.14,1322,0.778,-0.195,0.534,-0.804
CSCCC(NC(=O)c1ccccc1Br)C(=O)Nc1ccc(C)cc1 (stereo unspecified),-12.3%,-13.1%,i,12.8,-14.8,-15.1,5.4,1.6,2.2,i,-1.1,1066,0.38,1417,0.402,-0.279,0.29,0.107

# Some of the entries above, reformatted.
# Every second line gives: PMI inhibition | human PMI inhibition | Autophagy mod | Autophagy mod cell loss 18 h | WT yeast gro inh | WT yeast gro inh mutant strain | MT stabilizer | MT stabilizer Hoechst-high % | MT stabilizer cytotoxicity % | Yfh1-off respiration | b-catenin transl | b-catenin transl cell count 5 µM | Ins promoter up | Ins promoter up cell count | Dynein cargo inh | Dynein cargo inh cytoplasmic EGFP | Dynein cargo inh nuclear GR-EGFP | Dynein cargo inh cell count
> CC(C)c1ccc(/C=N/Nc2ccc(C(=O)O)cc2)cc1
 : -149.8% | -79.9% | i | 7.5 | 29.4 | 1.1 | 1.1 | 1.9 | 7.9 | i | -1.1 | 1032 | -0.15 | 1352 | -1.05 | -0.199 | -0.358 | 1.12
> CCc1cccc(NC(=O)CSCc2cc(=O)[nH][nH]2)c1
 : -5.3% | 3.5% | i | 1.0 | . | . | 1.5 | 1.0 | 3.9 | i | -5.6 | 1205 | 0.01 | 926 | 0.906 | -0.13 | 0.578 | -1.45
> CC(=O)c1ccc(NC(=O)c2ccc(S(=O)(=O)c3ccccc3)cc2)cc1
 : -7.2% | 14.9% | i | -13.0 | -7.0 | 14.3 | 2.8 | 2.7 | 4.7 | i | -0.9 | 1099 | -0.43 | 1387 | -0.473 | -0.208 | -0.0877 | 0.683
> Cc1ccc(-n2[nH]c3c4c(ccc3c2=O)C(=O)c2ccccc2C4=O)cc1
 : 13.1% | 7.2% | i | 3.8 | 1.6 | 0.0 | 5.4 | 2.6 | 6.7 | . | . | . | -0.35 | 1307 | -0.228 | -0.234 | -0.321 | 0.212
> COc1ccc(/C=N/n2cncn2)cc1CSc1ccccn1
 : 5.4% | 12.8% | i | -2.5 | -4.7 | -8.4 | 3.5 | 2.1 | 7.5 | i | . | . | -0.07 | 1284 | 0.547 | -0.247 | 0.361 | 0.561
> Cn1cc(/C=N\NC(=O)C2COc3ccccc3O2)c2ccccc21 (stereo unspecified)
 : 4.1% | -2.7% | i | 18.7 | -7.9 | -22.3 | 20.4 | 9.7 | 56.2 | i | 4.4 | 871 | 0.09 | 1270 | -0.163 | -0.131 | -0.0672 | 1.24
> CCc1nnc(NC(=O)COc2ccccc2[N+](=O)[O-])s1
 : . | . | . | . | . | . | . | . | . | i | 0.8 | 1297 | -0.14 | 1322 | 0.778 | -0.195 | 0.534 | -0.804
> CSCCC(NC(=O)c1ccccc1Br)C(=O)Nc1ccc(C)cc1 (stereo unspecified)
 : -12.3% | -13.1% | i | 12.8 | -14.8 | -15.1 | 5.4 | 1.6 | 2.2 | i | -1.1 | 1066 | 0.38 | 1417 | 0.402 | -0.279 | 0.29 | 0.107

# Following part.
SMILES,PMI inhibition,human PMI inhibition,Autophagy mod,Autophagy mod cell loss 18 h,WT yeast gro inh,WT yeast gro inh mutant strain,MT stabilizer,MT stabilizer Hoechst-high %,MT stabilizer cytotoxicity %,Yfh1-off respiration,b-catenin transl,b-catenin transl cell count 5 µM,Ins promoter up,Ins promoter up cell count,Dynein cargo inh,Dynein cargo inh cytoplasmic EGFP,Dynein cargo inh nuclear GR-EGFP,Dynein cargo inh cell count
CCc1ccc(NC(=O)CN(c2ccccc2)S(=O)(=O)N(C)C)cc1,14.6%,9.9%,i,19.2,5.6,-0.4,1.3,1.8,11.6,i,0.8,1555,-0.21,1469,-0.866,-0.285,-0.328,0.691
Cc1cc[n+]2c3c(cccc13)CCC2,-3.7%,-5.0%,i,-9.6,2.4,13.1,1.2,0.9,8.0,i,0.4,1135,-0.64,764,-0.136,0.195,0.277,-0.407
CCN(CC(=O)NCc1ccc(F)cc1)CC(O)COCc1cccc(OC)c1 (stereo unspecified),8.0%,2.5%,i,-1.2,5.7,-8.4,2.0,1.9,8.6,i,-0.4,946,-1.4,1066,-0.385,-0.214,-0.189,0.245
CC1CC(C)(C)NC(=S)N1CC(=O)NCc1ccc(Cl)cc1 (stereo unspecified),-4.2%,16.4%,i,4.2,-2.5,3.9,3.8,2.4,7.4,i,0.3,1075,.,.,-0.252,-0.2,-0.069,1.09
O=C(CN(Cc1cccs1)C(=O)CSc1nnc(COc2ccccc2)o1)NC1CCCCC1,0.0%,1.4%,i,-0.2,16.1,-15.3,4.1,1.8,6.8,i,-2.7,1226,-0.01,1136,1.27,-0.0125,1.38,-1.68
C/C(=N\N=C(N)N)c1ccc(Cl)cc1,0.7%,1.5%,i,-4.1,10.3,20.3,7.7,2.0,1.8,i,5.7,396,-0.69,1355,-1.03,-0.181,-0.261,0.971
Cc1ccc2nc(NC(=O)c3cc(-c4ccco4)nc4ccccc34)sc2c1,8.7%,19.9%,i,-6.2,-5.2,-18.7,8.7,20.3,16.3,i,2.2,1093,-0.19,1302,-0.322,-0.22,-0.403,-0.0409
CSC1=NCCN1C(=O)Cc1ccc(F)cc1,2.5%,-3.5%,i,5.0,12.8,11.1,3.4,4.5,10.9,i,.,.,0.55,907,-0.768,0.98,-0.145,0.29
NNC(=O)COc1ccc(C(F)(F)F)cc1,-8.0%,-4.9%,i,-4.1,-5.8,8.3,6.4,1.6,4.7,i,0.9,1644,0.15,1431,0.408,-0.337,0.077,-0.633
O=C(NC(=S)Nc1cc(Cl)ccc1O)c1cccc(Br)c1,.,.,.,.,.,.,.,.,.,i,-3.1,1135,0.1,1292,-0.828,-0.115,-0.508,1.26
CC(C)C(=O)NC(=O)COC(=O)/C=C/c1cccs1,-0.3%,-5.3%,i,24.3,1.9,0.3,1.6,1.1,4.5,i,-0.5,970,-0.28,1637,-0.226,-0.178,0.296,-0.529
O=c1cc(-c2ccccc2)nc2nc(-c3ccco3)[nH]n12,-14.0%,-6.7%,i,-3.6,-2.7,5.4,3.5,1.5,5.1,i,.,.,0.36,1211,-0.192,-0.0573,-0.694,0.178
CN(CCO)c1cc(N(C)CCO)c([N+](=O)[O-])cc1[N+](=O)[O-],5.6%,-14.4%,i,-7.8,7.5,9.5,2.5,2.1,10.0,i,-0.2,1191,0.76,1176,-0.113,-0.181,-0.139,0.25
O=C(COC(=O)c1cccnc1Nc1ccccc1F)NCc1ccc2c(c1)OCO2,-17.7%,-20.4%,i,-2.4,10.8,6.1,3.2,2.6,0.6,i,2.4,1128,0.08,933,-0.252,-0.216,0.0018,0.348
C/C(=N/NC(=O)c1cc(-c2cccc([N+](=O)[O-])c2)n[nH]1)c1ccc(Cl)cc1,8.1%,14.8%,i,6.3,6.9,15.7,6.4,1.6,3.5,i,1.8,1060,0.56,1485,0.742,-0.195,0.354,-0.313
Cc1ccc(SCCNC(=S)Nc2ccc(C)c(C)c2)cc1,1.0%,-4.0%,i,-3.4,65.4,65.7,2.0,1.5,6.2,i,.,.,.,.,-0.581,-0.162,-0.899,0.0319
